GAA glycogen: alters human alpha-glucosidase cleavage of glycogen; P10253; recombinant GAA, glycogen substrate, Amplex Red glucose oxidase fluorescence; Potency, µM (highest dose often 76.4 µM), for the others: at the top dose activity change, negative = inhibition, actives largely listed as inhibitors; 0.38% of 300,000 active; AID 2100; active means well fitted inhibition curve with a large enough effect; inconclusive means small, poorly fitted or top-dose-only effect, or another doubt; inactive means no such curve, though single readings can be large or run the other way;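 further: 0% = full enzyme reaction and -100% = no-enzyme basal signal; the screen sought inhibitors and activators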
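Natural-substrate format: glycogen cleavage by 4 nM human enzyme, glucose read by Amplex Red coupling (Ex 573, Em 610 nm). Normalized to enzyme and no-enzyme controls.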
Starred values were filed as active, the others as inactive; ? = inconclusive; & = joins results of further samples; [ ] = remark or other dose. Potency means the concentration at half of the fitted maximal effect. The list is partial; the hit share may differ from the screen's.

SMILES | GAA glycogen
COc1ccc(CNCCC(c2ccc(C)cc2)c2ccco2)cc1 (stereo not drawn) | 4%[76.3 µM]
O=C(Cn1c(SCc2cccc(F)c2)nc2ccncc21)Nc1ccc(Cl)cc1F | 12%[76.3 µM]
CC(=O)Nc1ccc(NC(=O)CSc2nnc(NC(=O)Cc3ccc(F)cc3)s2)cc1 | -2%[76.3 µM]
COc1ccc(/C(C)=N/NC(=S)NCCc2ccccc2)c(O)c1 | 2%
COC(=O)C1=CN(Cc2ccccc2)C=C(C(=O)OC)C1c1ccc(O)c(OC)c1 | ?
O=C(COc1ccccc1F)N1CCCc2ccccc21 | -5%[76.3 µM]
COc1ccc(C(=O)Nc2cccc(NC(=O)c3cccs3)c2)cc1 | 8%[76.3 µM]
CCOc1ccc(S(=O)(=O)N2CCN(c3cc(Cl)ccc3Cl)CC2)c2ccccc12 | 9%[76.3 µM]
COc1ccc(CCNC(=O)Cn2c(=O)n(-c3ccccc3)c(=O)c3c(C)c(C)sc32)cc1OC | 10%[76.3 µM]
O=C(Nc1ccc2oc(-c3ccccc3F)nc2c1)c1ccccc1F | -8%[76.3 µM]
N/C(=N\OC(=O)c1cccc(C(F)(F)F)c1)c1cnccn1 | -12%[76.3 µM]
COc1ccc(C)cc1NC(=O)C(NS(=O)(=O)c1cccc2nsnc12)c1ccccc1 (stereo not drawn) | -13%[76.3 µM]
COc1cccc(-c2ocnc2C(=O)Nc2ccc3c(c2)CCC3)c1 | 4%[76.3 µM]
Cn1ncc(Cl)c1C(=O)N1CCN(S(=O)(=O)c2ccc(F)cc2)CC1 | -1%[76.3 µM]
O=C(c1cc2cc(Cl)ccc2oc1=O)N1CCN(c2ccccn2)CC1 | -6%[76.3 µM]
Cc1cccc(NC(=O)c2ccc3c(c2)OCCO3)c1C | 2%
CCOc1ccc(NC(=O)Cn2cc(C(C)=O)c3ccccc32)cc1 | 4%
COc1ccc(NS(=O)(=O)c2ccc3nc(-c4ccccc4)[nH]c3c2)cc1 | 2%[76.3 µM]
O=C(NCC1CCCO1)c1cc2c([nH]c3ccccc32)c(-c2cccc(Cl)c2)n1 (stereo not drawn) | 10%[76.3 µM]
CN1CCN(C(=O)c2ccc3c(Cl)c4c(nc3c2)CCCC4)CC1 | 8%[76.3 µM]
COc1ccccc1C(=O)Nc1nc2nc(C)c(Cc3ccccc3)c(=O)n2[nH]1 | -7%[76.3 µM]
Cc1cccc(-c2oc3ccc(-c4ccc5c(c4)OCO5)cc3c2C(=O)OCc2ccc(O)cc2)c1 | -6%[76.3 µM]
O=C(Nc1cccnc1Cl)c1ccc(Cl)cc1 | -9%[76.3 µM]
COc1ccc(CNC(c2ccccc2)c2ccc(Cl)cc2)cc1 (stereo not drawn) | 2%

Sorted by molecular weight (ascending): part of the list above.
SMILES | GAA glycogen
O=C(COc1ccccc1F)N1CCCc2ccccc21 | -5%[76.3 µM]
N/C(=N\OC(=O)c1cccc(C(F)(F)F)c1)c1cnccn1 | -12%[76.3 µM]
COc1cccc(-c2ocnc2C(=O)Nc2ccc3c(c2)CCC3)c1 | 4%[76.3 µM]
COc1ccc(NS(=O)(=O)c2ccc3nc(-c4ccccc4)[nH]c3c2)cc1 | 2%[76.3 µM]
Cn1ncc(Cl)c1C(=O)N1CCN(S(=O)(=O)c2ccc(F)cc2)CC1 | -1%[76.3 µM]

(next part)
SMILES | GAA glycogen
CCN1CCc2[nH]c3ccccc3c2C1 | 12%
O=S(=O)(Cc1nnnn1-c1ccccc1)c1ccccc1 | -6%[76.3 µM]
CCCCNC(=S)N(CCCO)Cc1cc2cc3c(cc2[nH]c1=O)OCCO3 | 1%[76.3 µM]
CCn1cc([N+](=O)[O-])c(C(=O)N2CCCCCC2)n1 | -1%[76.3 µM]
OC1CCCN(CC(O)COC(c2ccc(F)cc2)c2ccc(F)cc2)C1 (stereo not drawn) | -6%
COc1cc(/C(=C/c2ccccc2)c2ccccc2)c2c(c1)oc1ccccc12 | 14%[76.3 µM]
CCOC(=O)C1CCCN(S(=O)(=O)c2ccc(-n3cnnn3)c(C)c2)C1 (stereo not drawn) | 9%
COc1nnc(-c2ccc(N3CCCCC3)c(NC(=O)c3ccccc3Cl)c2)c2ccccc12 | -9%[76.3 µM]
Cc1cc[n+](CC(=O)Nc2cccc(C)c2)cc1 | -7%[76.3 µM]
O=C(N/N=C\c1c(O)ccc2ccccc12)c1cncc(Br)c1 | 1%[76.3 µM]
COc1cc(NC(=O)c2noc3c2CC(C(C)(C)C)CC3)cc(OC)c1OC (stereo not drawn) | 5%[76.3 µM]
COC(=O)C1=C(C)NC(=O)C1(NC(=O)c1cc(OC)c(OC)c(OC)c1)C(F)(F)F (stereo not drawn) | 17%[76.3 µM]
COc1cccc(CC(=O)OCC(=O)N2CCN(c3ccc(F)cc3)CC2)c1 | 8%[76.3 µM]
Cc1sc2ncn(CC(=O)Nc3ccc(C(C)C)cc3)c(=O)c2c1S(=O)(=O)N1CCN(c2ncccn2)CC1 | 9%[76.3 µM]
CCc1ccccc1N(CC)C(=O)c1cc2c(s1)-c1ccccc1SC2 | -5%[76.3 µM]
Cc1cccc(OCCCN2CCOCC2)c1 | -5%[76.3 µM]
O=C(O)CCSC1CC(=O)N(c2ccccc2)C1=O (stereo not drawn) | 7%
Cc1nc(C(F)(F)F)ccc1C(=O)Nc1ccc2ccccc2n1 | -5%
O=c1nc(/C=C/c2ccccc2C(F)(F)F)cc(C(F)(F)F)[nH]1 | -5%[76.3 µM]
CCC(=O)N1CCc2cc(S(=O)(=O)N(C)c3cccc(C)c3)ccc21 | -1%[76.3 µM]
Cc1oc(-c2cccc(Cl)c2)nc1CN1CCC(C(=O)NC(C)C)CC1 | -5%[76.3 µM]
CCc1nnc(NC(=O)c2ccc(Br)c(S(=O)(=O)N3CCOCC3)c2)s1 | 9%
CCn1c(=O)c(C(=O)NCc2ccc(Cl)cc2)c(O)c2ccccc21 | -1%[76.3 µM]
Cc1cc(C)cc(C(=O)Nc2cc(C(F)(F)F)ccc2N2CCN(c3ccccc3)CC2)c1 | ?
COc1ccc(-c2cc(C(F)(F)F)nc(SCC(=O)N3CCCCC3)n2)cc1 | -11%[76.3 µM]
Cc1ccc(OCC(=O)N(Cc2ccco2)Cc2ccco2)cc1 | 0%[76.3 µM]
CC1=C(C(=O)NCc2ccccc2C)C2(CCCCCC2)OC1=O | 10%[76.3 µM]
Cc1ccc(OCC(=O)N(Cc2ccc(C)o2)C2CCS(=O)(=O)C2)cc1 (stereo not drawn) | -8%[76.3 µM]
O=c1ccc(-c2ccccc2)nn1Cc1ccccc1F | -18%[76.3 µM]
COc1ccc(-c2cc(C(=O)N/N=C(\C)c3ccco3)c3ccccc3n2)c(OC)c1 | 4%[76.3 µM]
Cc1ccc(S(=O)(=O)c2nnn3c2nc(N2CCOCC2)c2ccccc23)cc1 | 2%[76.3 µM]
CC1CCC(CN2CCN=C2Nc2ccccc2)CC1 (stereo not drawn) | 17%[76.3 µM]
COc1ccc(-c2ocnc2C(=O)Nc2ccc(N3CCOCC3)cc2N2CCOCC2)cc1OC | 0%
O=[N+]([O-])c1ccccc1S(=O)(=O)NC1CC2CCC1C2 (stereo not drawn) | 5%[76.3 µM]
COc1cc(OC)c(CN2CCC(Cc3ccccc3)CC2)cc1Br | 19%[76.3 µM]
CCOC(=O)C1(CCOc2ccccc2)CCN(Cc2cc(OC)c(O)c(OC)c2)CC1 | -3%[76.3 µM]
CC1=C(C(=O)OC(C)C)C(c2ccc(Cl)cc2)n2c(s/c(=C\c3ccc(OCC(=O)O)cc3)c2=O)=N1 (stereo not drawn) | -9%[76.3 µM]
CCCCCCn1cc(C(=O)O)c(=O)c2cc(F)c(N3CCN(C(=O)OCC)CC3)cc21 | 5%
O=C1C(=O)N(C/C=C/c2ccccc2)c2ccccc21 | 6%
Cc1ncc([N+](=O)[O-])n1CC(=O)Nc1ccc(F)c(F)c1 | 4%
COc1cccc(C2CC(=O)Nc3cc4c(cc32)OCO4)c1OC(C)C (stereo not drawn) | -4%[76.3 µM]
Cc1ccc(C(=O)c2c3ccc([N+](=O)[O-])cc3[n+]([O-])n2CCC(N)=O)cc1 | 10%[76.3 µM]
O=C(CSc1nccc(=O)[nH]1)Nc1ccc(N2CCOCC2)cc1 | -11%[76.3 µM]
CCCOc1ccc(CNC(=O)c2ccc3nc(N4CCOCC4)sc3c2)cc1 | -8%[76.3 µM]
COc1cc(CN(C(=O)c2ccccc2)c2ccccn2)cc(OC)c1OC | 4%[76.3 µM]
O=C(NCCCN1CCOCC1)c1ccc2nc(Cc3cccc(Cl)c3)oc2c1 | -2%[76.3 µM]
CCc1ccccc1NC(=S)Nc1cc(OC)c(NC(=O)C(C)C)cc1OC | -19%[76.3 µM]
O=C(O)c1ccc(CSCc2ccccc2Cl)o1 | 2%
CCOc1ccccc1C(=O)N/N=C/c1coc2ccc(C)cc2c1=O | -12%[76.3 µM]
O=C(Nc1cccc2ncccc12)c1ccc(Cl)cc1 | 2%[76.3 µM]
COc1ccc(-c2c(C)nn3c(C(F)(F)F)cc(-c4ccc(C)cc4)nc23)cc1 | 13%[76.3 µM]
CCCCNC(=O)CCC(=O)N1CCN(C(c2ccccc2)c2ccccc2)CC1 | 2%[76.3 µM]
COc1ccc(N2CCN(C(=O)c3ccccc3N(C)S(=O)(=O)c3ccc(C)cc3)CC2)cc1 | 5%[76.3 µM]
Cc1csc(NC(=O)CN2C(=O)c3ccccc3S2(=O)=O)n1 | -3%[76.3 µM]
Cc1c(C(=O)N2CC(C)OC(C)C2)[nH]c2ccc(Br)cc12 (stereo not drawn) | 11%
COc1cc(OC)c(NC(=O)c2cn(C)c(=O)c3cc(OC)c(OC)cc23)cc1Cl | 10%[76.3 µM]
Cc1ccc2c(CN3CCCCC3CCO)cc(=O)oc2c1 (stereo not drawn) | -2%
CC(=O)c1c(C)n(CCc2ccc(Cl)cc2)c2ccc(O)cc12 | -4%[76.3 µM]
CCn1c(SCC(=O)NC2CCCC2)nnc1C(C)NC(=O)c1ccccc1F (stereo not drawn) | 2%
Cc1ccc(NC(=O)C(=O)c2ccc(C)cc2)cc1 | -1%

Laid out differently: entries from further up
O=C(Nc1cccc2ncccc12)c1ccc(Cl)cc1
  GAA glycogen: 2%[76.3 µM]
COc1ccc(-c2c(C)nn3c(C(F)(F)F)cc(-c4ccc(C)cc4)nc23)cc1
  GAA glycogen: 13%[76.3 µM]
Cc1ccc(NC(=O)C(=O)c2ccc(C)cc2)cc1
  GAA glycogen: -1%

Going on with the list:
SMILES | GAA glycogen
COc1ccc(NC(=O)CC2C(=O)N(c3ccc(C)cc3)C(=O)N2Cc2ccc3c(c2)OCO3)cc1 (stereo not drawn) | -7%[76.3 µM]
CCN1C(=NCC(C)C)N[C@@H](c2cccc(C(F)(F)F)c2)C(C(=O)OC)=C1C | 4%&-1%[76.3 µM]
COc1ccccc1N1CCN(Cc2cc(COC(C)C)c3cccnc3c2O)CC1 | 1%[76.3 µM]
CN(c1cccc(NC(=O)c2ccc(CN3CCc4ccccc4C3)cc2)c1)S(C)(=O)=O | 2%[76.3 µM]
O=C(COc1ccc([N+](=O)[O-])cc1)Nc1ccc(NC(=O)c2ccccc2)cc1 | -3%[76.3 µM]
Cc1ccc(N2C(=O)CN(Cc3ccccc3)C2=S)cc1C | 0%
Cc1ccc(OCCCC(=O)Nc2sc3c(c2C(N)=O)CCCC3)cc1 | -3%[76.3 µM]
COc1ccc(C2c3[nH]c4ccccc4c3C[C@H]3C(=O)N(c4ccccc4C(=O)NCCN4CCOCC4)C(=O)N23)cc1 (stereo partly drawn) | -2%[76.3 µM]
COc1ccc(OC)c(NC(=O)NCCc2c[nH]c3ccccc23)c1 | -3%
O=C(C1=C(O)C(=O)N(CCN2CCOCC2)C1c1cccc([N+](=O)[O-])c1)c1cccs1 (stereo not drawn) | 0%
Cc1c(Cl)cccc1N1C(N)=C(C#N)C(c2cc(CN3CCOCC3)cs2)C2=C1CCCC2=O (stereo not drawn) | -28%[76.3 µM]
Cc1cc(C)cc(NC(=O)N2CCC(CN3CCOCC3)CC2)c1 | 17%[76.3 µM]
Cc1ccc(C(=O)NCC2CCCO2)cc1S(=O)(=O)N1CCCCC1 (stereo not drawn) | -1%[76.3 µM]
O=C(Nc1cccc(Cl)c1Cl)C1CCN(C(=O)c2cccs2)CC1 | 6%[76.3 µM]
COc1cccc(CCc2nnc(CCC(=O)NCCC3CCCCO3)o2)c1 (stereo not drawn) | -7%[76.3 µM]
CC(C)NC(=O)C1CCN(C(=O)c2cc3sccc3n2Cc2ccc(Cl)cc2)CC1 | 10%[76.3 µM]
Cc1oc2ccc(O)c(CN3CCOCC3)c2c1C(=O)Nc1ccc(C(C)C)cc1 | -6%[76.3 µM]
Cc1ccc(CNc2oc(-c3ccc(COc4ccc(Cl)cc4)o3)nc2C#N)cc1 | ?
COc1cc(C)c(C)cc1S(=O)(=O)n1c(C)nc2ccccc21 | 2%[76.3 µM]
COc1ccc(-c2csc(N(C)C(=O)c3ccco3)n2)cc1 | -20%[76.3 µM]
N#CC1(N2CCN(C(=O)c3ccccc3)CC2)CCCCC1 | -10%[76.3 µM]
O=C(CNS(=O)(=O)c1ccc(Br)s1)N1CCN(c2ccc(F)cc2)CC1 | 7%
Cc1ccc(S(=O)(=O)N2CCCOC2CNC(=O)C(=O)NCc2ccc3c(c2)OCO3)cc1 (stereo not drawn) | 1%[76.3 µM]
